Screening results (PubChem BioAssay)
SMARCA2 act: SMARCA2 (BRM) function activators, primary screen, cell-based, luminescence, high throughput; 370,000 tested, 1% active; MG213 cells, MMTV-luciferase reporter, dexamethasone, overnight; activation, % at 9.1 µM; in the data active = activation above about 7.8%;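 note: 0% = vehicle wells and 100% = reference activator wells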
sPLA2-III inh: human group III sPLA2 inhibitors, primary screen, biochemical, QFRET, BODIPY PC-A2 liposome substrate. Group 3 secretory phospholipase A2 (Homo sapiens), Q9NZ20. 370,000 tested, 0.56% active. QFRET BODIPY PC-A2 liposome hydrolysis, fluorescence. inhibition, % at 12.2 µM;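 active = inhibition above mean plus 3 SD of compounds lying within the high and low control bounds, cut at about 19% in these data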;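 note: 0% = median of test compound wells and 100% = no enzyme DMSO wells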
Target sequence (Q9NZ20 whole entry, looked up): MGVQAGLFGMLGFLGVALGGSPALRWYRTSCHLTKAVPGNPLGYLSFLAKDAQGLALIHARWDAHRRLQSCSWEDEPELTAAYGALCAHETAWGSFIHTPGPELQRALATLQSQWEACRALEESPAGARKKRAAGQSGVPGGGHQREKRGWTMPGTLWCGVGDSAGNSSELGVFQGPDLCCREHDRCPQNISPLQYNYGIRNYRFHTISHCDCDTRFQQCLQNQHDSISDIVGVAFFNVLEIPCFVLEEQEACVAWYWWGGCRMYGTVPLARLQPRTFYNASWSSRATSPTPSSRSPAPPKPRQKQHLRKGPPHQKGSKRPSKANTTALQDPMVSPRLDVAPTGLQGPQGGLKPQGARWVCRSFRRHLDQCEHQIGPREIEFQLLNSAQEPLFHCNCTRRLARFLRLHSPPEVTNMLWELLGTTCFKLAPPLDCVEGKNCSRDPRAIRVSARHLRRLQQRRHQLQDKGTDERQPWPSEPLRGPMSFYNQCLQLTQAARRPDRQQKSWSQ
NPR2 activator: human GC-B receptor activators, primary screen, HEK293 GC-B cells, cGMP TR-FRET, EC30 CNP; Atrial natriuretic peptide receptor 2 (Homo sapiens), P20594; 0% at EC30 CNP, 100% saturating CNP; activation, % at 10 µM; 370,000 tested, 0.11% active;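 active = activation at 10 µM reaching about 35% in either raw or pattern-adjusted values, limit read from the data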
GC-A act: GC-A stimulated cGMP production enhancers – HEK293 GC-A cells, cGMP TR-FRET, EC30 ANP, primary screen; 0% at EC30 ANP, 100% saturating ANP; 370,000 tested, 0.14% active; Atrial natriuretic peptide receptor 1 (Homo sapiens), P16066; activation, % at 10 µM; in the data active = activation above about 40%
hgDAF-12 ag: H. glycines DAF-12 receptor agonists, primary screen, cell-based, luminescence, HEK293, GAL4 fusion, UAS-luciferase; AID 687014, 2013; activation, % at 6.8 µM; HEK293 GAL4-hgDAF12 UAS-luciferase reporter, agonist luminescence; normalized to butyrate control; 370,000 tested, 1.8% active;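 active = activation above a cutoff set at the mean of all screened compounds plus 3 SD, cut at about 10% in these data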;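 note: 0% = DMSO wells and 100% = sodium butyrate wells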
DAX1 inh-1: DAX1 (NR0B1) inhibitors, primary screen, cell-based, HEK293, Gal4-DAX1, luciferase luminescence | Nuclear receptor subfamily 0 group B member 1 (Homo sapiens), P51843 | HEK293 Gal4-DAX1 luciferase reporter | inhibition, % at 6.75 µM | 340,000 tested, 0.99% active | AID 504766, 2011;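 active = inhibition above the mean over all tested compounds plus 3 SD, cut at about 4.2% in these data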;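 note: 0% = DAX1-transfected cells with DMSO and 100% = empty-vector control cells with DMSO; inhibition shows as a rise in luminescence from relieved DAX1 repression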
Target sequence (P51843 207-470 limits assumed): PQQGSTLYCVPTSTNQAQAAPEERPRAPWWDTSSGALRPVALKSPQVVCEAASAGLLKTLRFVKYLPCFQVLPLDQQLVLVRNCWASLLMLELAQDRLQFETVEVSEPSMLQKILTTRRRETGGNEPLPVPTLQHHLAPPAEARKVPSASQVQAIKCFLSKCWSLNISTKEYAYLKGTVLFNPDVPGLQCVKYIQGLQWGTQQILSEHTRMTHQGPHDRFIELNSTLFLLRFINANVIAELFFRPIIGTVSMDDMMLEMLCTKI
GAA850 FXN act: FXN promoter activators, primary screen, cell-based, luciferase luminescence, HEK293 lucGAA850; HEK293 lucGAA850 FXN promoter luciferase reporter, 24 h; percent of 10 µM SAHA response; activation, % at 6 µM; 360,000 tested, 0.56% active; AID 540364, 2011;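 active = activation above the average of all compounds screened plus 3 SD, cutoff fixed separately per campaign, cut at about 7.5% in these data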;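 note: 0% = DMSO wells and 100% = 10 µM SAHA wells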
hcDAF12 agonist: H. contortus DAF-12 nuclear receptor activators, primary screen, cell-based, luminescence, HEK293, lit1-tk-luc reporter. HEK293 hcDAF-12 lit1-tk-luc reporter; 0% DMSO, 100% Δ7-dafachronic acid. activation, % at 6.8 µM. 370,000 tested, 1.4% active;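 active = activation above the mean of all tested compounds plus 3 SD, cut at about 5.5% in these data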;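 note: 100% = response to 3 µM Δ7-dafachronic acid high control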
ssDAF-12 act: S. stercoralis DAF-12 nuclear receptor activators, primary screen, cell-based, luminescence, HEK293, GRIP1 co-expression, lit1-tk-luc | Nuclear hormone receptor DAF-12 (Strongyloides stercoralis) | HEK293 ssDAF-12/GRIP1 lit1-tk-luc reporter; % of 3 µM dafachronic acid response | activation, % at 6.8 µM | 370,000 tested, 1% active | AID 652126, 2013;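 active = activation above the mean over all tested compounds plus 3 SD, cut at about 0.9% in these data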;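 note: 0% = DMSO-only wells and 100% = 3 µM delta7-dafachronic acid wells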
ADAM10 inh: human ADAM10 inhibitors, primary screen, biochemical, QFRET, HTS. recombinant ADAM10, EDANS/DABCYL FRET peptide cleavage, 3 h. inhibition, % at 7 µM. 370,000 tested, 0.62% active;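 active = inhibition above a per-campaign cutoff equal to the mean of compounds falling between control-based bounds plus 3 SD, cut at about 20% in these data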;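 note: 0% = DMSO wells while the 100% control is not disclosed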
DAX1 inh-2: DAX1 (NR0B1) inhibitors on StAR promoter, primary screen, cell-based, luminescence, SF-1 (NR5A1), full-length DAX-1 | HEK293T StAR-luciferase reporter, SF-1/DAX-1 repression relief | inhibition, % at 6.8 µM | 370,000 tested, 1.1% active | AID 652010, 2013;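 active = inhibition above the mean over all tested compounds plus 3 SD, cut at about 3.6% in these data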;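 note: 0% = DAX-1 cells with DMSO and 100% = cells lacking DAX-1 with DMSO; higher inhibition means more luminescence from relief of DAX-1 repression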
An asterisk follows results filed as active; i = inactive; / = no result given.

entry	Compound	SMARCA2 act	sPLA2-III inh	NPR2 activator	GC-A act	hgDAF-12 ag	DAX1 inh-1	GAA850 FXN act	hcDAF12 agonist	ssDAF-12 act	ADAM10 inh	DAX1 inh-2
1	COc1ccc(-c2onc3ccc(C(=O)/C=C/N(C)C)cc23)cc1	2	1	3	1	5.0	-2.6	6.8	1.8	-0.7	-53	-0.1
2	COc1ccc(Cc2nc(-c3ccc(-n4cccc4)cc3)no2)cc1OC	-1	-1	3	5	-1.5	-4.0	1.5	-0.9	-1.4	-7	-0.7
3	O=C(CN1C(=O)c2cccc3cccc1c23)N1CCN(c2ccc(F)cc2)CC1	-2	8	-7	2	0.0	0.2	0.9	-1.3	-0.9	-7	-0.5
4	CCN(CC)C(=O)c1cn(CCC#N)nc1-c1ccc2c(c1)OCCO2	0	-1	-3	-2	0.7	0.9	0.7	-0.9	-1.0	-6	0.3
5	CN(CCCNC(=O)C1CCN(S(=O)(=O)N2CCC3(CC2)OCCO3)CC1)Cc1ccccc1	-3	-1	3	1	0.7	-1.1	-1.1	-0.9	-1.1	-5	-0.3
6	Cc1cnc(=O)[nH]c1SCc1ccccc1F	-3	-6	-4	-3	0.7	0.1	2.9	-0.1	-1.4	9	0.2
7	Cc1ccc2c(cnn2C(=O)CCCC(=O)NCc2ccc(F)cc2)c1	-1	5	-4	-2	-3.4	-1.1	-0.6	-1.8	-1.2	-4	-0.5
8	CCOC(=O)c1c(C)[nH]c(C(=O)C(C)Sc2ccc(Cl)cc2)c1C (centres undefined)	4	-18	-6	0	6.0	-0.3	4.6	2.2	-1.0	14	0.4
9	CC(C)C(=O)Nc1nnc(SCC(=O)NC2CCCC2)s1	-3	3	5	-2	-1.9	-0.2	-0.7	-1.7	-0.5	1	-0.1
10	Cc1ccc2nc(C)c(C(=O)N/N=C/c3cccc([N+](=O)[O-])c3)cc2c1	-2	3	-4	15	-1.4	-0.8	1.7	1.8	-1.1	-1	-0.9
11	COC(=O)c1cc2oc(C)cc2n1CC(=O)Nc1cc(C)cc(C)c1	-3	-21	-7	-24	-0.2	1.0	-0.1	-0.7	-0.9	8	0.4
12	O=C(c1c[nH]c2ccccc12)N1CCOCC1	-2	4	-2	-1	-3.1	0.2	3.3	1.0	-1.0	3	-0.5
13	CCc1ccc[n+](-c2nc3ccccc3nc2C(=C=[N-])C#N)c1	1	-2	-4	1	-1.2	-0.9	-0.8	-0.5	-0.8	-69	-0.3
14	C=C(C)C1CCC(C)=C1CC(C)(C)/C=N\n1cnnc1 (centres undefined)	-2	-4	-4	4	3.7	-1.2	0.9	1.3	-1.9	-6	-0.8
15	O=C(CN1CCOCCOCCOCCOCC1)Nc1ccccc1	-1	-5	6	3	5.2	0.7	1.8	1.6	-0.4	1	2.4
16	CCNC(=O)C[C@@H]1CC[C@H]2[C@@H](COC[C@H](O)CN2C(=O)C2CC2)O1	-3	6	4	3	1.5	/	/	4.0	-0.5	-4	3.1
17	Cc1ccc(C)c(OCC(=O)Nc2ccc(S(=O)(=O)Nc3onc(C)c3C)cc2)c1	-3	-23	3	-2	-0.3	2.2	-0.2	0.2	-1.0	-4	-0.2
18	CCN(Cc1ccc(O)cc1)CC1CCCN(CCc2cccc(F)c2)C1 (centres undefined)	7	-2	-2	-7	2.1	-0.1	1.2	-1.0	-1.1	0	0.2
19	CCN1CCCC1CNC(=O)C1c2ccccc2C(=O)N(CCOC)C1c1ccc(F)cc1 (centres undefined)	0	-2	-6	-4	0.1	1.2	-0.6	-0.1	-0.9	-7	0.2
20	O=C(c1ccncc1)N1CCN(S(=O)(=O)c2ccccc2Br)CC1	-4	14	-1	2	1.4	0.0	0.5	-0.2	-1.9	-16	-0.8
21	CC(=O)c1ccc(S(=O)(=O)NC2CC(=O)N(c3ccc4c(c3)OCCO4)C2)cc1 (centres undefined)	1	-10	-2	4	-1.4	0.0	1.6	-0.6	-1.2	1	0.1
22	CC(Oc1ccccc1)C(=O)Nc1ccc(S(=O)(=O)Nc2nccs2)cc1 (centres undefined)	-2	-17	2	0	-1.2	0.2	1.9	-0.4	-0.7	-3	0.8
23	COCCn1nnnc1C(c1cc2cc(OC)ccc2[nH]c1=O)N1CCC(Cc2ccccc2)CC1 (centres undefined)	-4	6	-7	1	-2.2	-0.7	1.1	1.4	-1.2	-25	0.4
24	C[C@@H]1CN([C@H](C)CO)C(=O)CCCn2nncc2CO[C@@H]1CN(C)C(=O)CCC(F)(F)F	-6	14	-3	0	1.9	0.6	1.4	-1.5	-0.3	-31	-0.8
25	CC(C)NCC(O)COC1C2CC3CC(C2)CC1C3 (centres undefined)	3	4	2	2	5.5	1.2	-0.3	0.2	-0.9	9	-0.6
26	Cc1cc(S(=O)(=O)NCCCN2CCOCC2)c(C)cc1Cl	0	-4	0	0	0.8	1.0	1.6	-0.3	-0.9	-7	-0.5
27	CN(CCCC1CCCC1)C(=O)c1cc(COc2ccc(F)c(F)c2)on1	-1	-1	-5	-2	-0.2	1.5	3.3	0.6	-0.8	11	-1.1
28	COc1ccc(CNC(=O)C(=O)NCC2OCCN2S(=O)(=O)c2ccc(F)cc2)cc1 (centres undefined)	3	-1	-4	-1	-0.8	1.4	-1.8	-0.3	-0.9	9	-0.9
29	CCN(CC)S(=O)(=O)c1cc(C(=O)n2cccn2)c(Cl)cc1Cl	-2	3	-1	-3	3.0	0.8	-0.6	-1.3	-1.0	7	0.2
30	CCCCn1c(=O)c(C(C)=O)c(O)c2ccccc21	4	4	-2	0	-0.3	-0.4	0.3	-0.6	-1.1	3	-0.2
31	CCOc1ccc(OCCCC(=O)NCCOc2ccccc2OC)cc1	-1	2	6	0	0.9	0.5	3.3	-1.3	-0.8	4	0.1
32	Cc1ccc(NC(=O)CN2CCCC2)cc1	-1	79*	1	6	1.9	-0.8	1.1	-0.8	-0.3	13	-0.2
33	O=C(COC(=O)/C=C/c1ccccc1)NNC(=O)c1ccccc1F	0	-6	-1	1	2.2	1.8	0.5	0.8	-0.3	0	1.1
34	CCCCn1c(N)c(N(CCOC)C(=O)CCNC(=O)c2ccc(Cl)cc2)c(=O)[nH]c1=O	-4	0	-1	-1	-0.8	-0.4	-0.1	-1.8	-1.1	-6	0.9
35	Cc1c(Cl)cccc1NC(=S)N1CCN(C(=O)c2ccco2)CC1	-3	3	5	4	-4.1	0.0	-0.5	-2.3	-0.8	-11	-1.1
36	N#C/C(=C\c1c(N2CCCCCC2)nc2ccccn2c1=O)C(N)=O	2	0	3	5	1.6	0.4	2.1	-2.1	-1.2	-70	-0.5
37	O=[N+]([O-])c1ccc(CN2CCN(c3ncccn3)CC2)cc1	-4	7	-3	4	-1.3	-0.1	-1.9	1.3	-1.2	1	-0.2
38	Cc1cc(F)ccc1S(=O)(=O)N1CCCCC1CCNC(=O)C(=O)NCCN1CCOCC1 (centres undefined)	1	-3	-2	-2	-2.1	1.1	1.4	-1.5	-0.8	5	0.5
39	CC(C)[C@H](NC(=O)c1ccccc1F)C(=O)OCC(=O)Nc1sccc1C(N)=O	-3	9	-3	-3	-2.1	-1.0	-1.6	3.0	-1.6	-2	-2.0
40	CCCN(CCC)CCNC(=O)CCC(=O)Nc1ccc2nc(N3CCN(C)CC3)cc(C)c2c1	2	13	0	1	-0.5	-1.1	0.1	-0.5	-1.9	i	0.6
41	COc1cccc(N=CC=C2OC(C)(C)C(C)(C)O2)c1	6	-2	-1	4	6.4	0.7	0.5	0.3	-0.5	-139	0.7
42	CC1(C)C=C2C(N(CC3CC3)C(=N)N2C(=O)OCc2ccccc2)n2c(=O)n(-c3ccccc3)c(=O)n21 (centres undefined)	/	0	-2	1	-0.7	/	/	0.8	-1.2	-20	/
43	CN(CC(=O)Nc1ccc(S(=O)(=O)N2CCCC2)cc1)CC(=O)Nc1ccc(F)c(F)c1F	-1	-23	3	2	1.4	-0.7	-1.1	-1.6	-1.4	5	-2.7
44	O=c1cc(N2CCCCC2)c(-c2ccccc2)nn1Cc1ccc(Cl)cc1Cl	-1	-8	0	1	-2.6	-1.3	1.0	-2.1	-1.3	12	-0.6
45	O=C1CCCc2nc(N3CCN(C(c4ccccc4)c4ccccc4)CC3)ncc21	-2	4	2	-4	-1.1	0.9	1.0	-1.1	-0.9	-6	-0.1
46	O=C(COc1ncnc2ccccc12)NC1CCS(=O)(=O)C1 (centres undefined)	-5	5	5	1	1.1	-0.5	-0.4	-0.5	-0.6	4	0.0
47	CCCn1c(SCC(=O)N2CCN(S(=O)(=O)c3ccc(Cl)cc3)CC2)n[nH]c1=O	1	-9	-15	-3	0.6	-0.4	0.1	1.6	-1.4	2	0.4
48	Cc1ccc(/C=C(\NC(=O)c2ccc(C)cc2)c2nc(=S)[nH][nH]2)cc1	10*	-16	/	/	2.0	0.3	4.3	0.6	-0.8	14	1.1
49	Cc1cc(NC(=O)COc2ccc(C(C)(C)C)cc2)no1	1	1	2	2	3.2	-0.9	1.7	-1.2	-0.5	5	-0.1
50	COc1ccc(Cc2nc3ccc(C(=O)N4CCC[C@H]4CO)cc3o2)cc1	-4	-1	3	8	0.1	-0.5	-1.0	-0.5	-1.2	-10	-1.0
51	O=C(Nc1ccccc1F)Nc1cc(Cl)ccc1-n1cncn1	-4	1	-4	-6	0.6	-1.2	0.6	-3.2	-1.5	4	0.0
52	O=C(Nc1sc2c(c1C(=O)c1ccccc1)CCCC2)c1cccnc1	-1	14	2	-4	1.6	-1.0	1.0	-0.8	-0.7	-2	0.8
53	CC1CCC2(CC1)NC(=O)N(CC(=O)NCCc1c[nH]c3ccccc13)C2=O (centres undefined)	0	-54	6	2	3.0	0.7	0.0	1.5	-0.4	-10	-2.0
54	Cc1ccc(OCC(=O)Nc2ccc3c(c2)OC(F)(F)O3)c([N+](=O)[O-])n1	4	-1	8	5	1.0	-0.6	2.1	-4.5	-1.6	2	-0.3
55	CCSc1nc2cc(S(=O)(=O)N3CCOCC3)ccc2o1	-3	10	-1	11	0.2	0.8	-2.3	-2.2	-1.2	-2	0.8
